Screening data: PubChem BioAssay, National Center for Advancing Translational Sciences (NCATS)
Epigenetic reg – epigenetic control regulation, reporter derepression. AID 1865. murine LDR cells, GFP reporter derepression, 30 h. Potency, µM (doses to about 53.9 µM), for the others: at the top dose GFP activation, most hits filed as activators. 0.2% of 280,000 active; active = well fitted activation curve with a large enough effect; inconclusive = small, poorly fitted or top-dose-only effect; note: % of control where 0% means no effect; nearly all actives have a fitted effect of over 60% in size
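Derepression of a silenced CMV-GFP reporter in murine LDR cells is scored by enumerating GFP-positive cells with a laser-scanning microplate cytometer after 30 hours of treatment at 37 C.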
LMNA splice mod – modulators of lamin A splicing; HeLa LMNA splicing GFP/RFP minigene ratio, 48 h; Potency, µM (series often up to 46.1 µM), for the others: at the highest dose ratio change, negative = inhibition, actives largely listed as inhibitors; 0.01% of 200,000 active; active = well fitted inhibition curve with a large enough effect in the signal ratio, with a control signal flat, not every such curve was filed as active; inconclusive = small, poorly fitted or top-dose-only effect, or effect the other way, or a change in a side signal; the % refers to the signal ratio; note: % is set by controls: 0 for no effect and ±100 for the full control effect
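S3 HeLa stable clones carrying a lamin A-EGFP splicing minigene plus DsRed2 were seeded at 600 cells/well in Opti-MEM with 2% FBS, pin-dosed and incubated 48 h at 37°C. Acumen cytometry (488 nm) gave the GFP/RFP total-intensity ratio.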
Active calls of the source: *; ? = inconclusive; [ ] = remark or other dose. Potency is the fitted concentration of half-maximal effect.

SMILES	Epigenetic reg	LMNA splice mod
COc1cc(NC(=O)CN2Cc3ccccc3C2=O)cc(OC)c1OC	-0.4%	-3%[46 µM]
COc1cc(NC(=O)c2cnn(-c3cccc(F)c3)c2C2CCNCC2)cc(OC)c1OC	-0.4%	3%[46 µM]
CC1CCCN(c2csc3ccc(F)cc3c2=O)C1 (stereo not given)	-0.9%	2%[46 µM]
CCOc1ccc(NC(=O)c2cc(S(=O)(=O)N3CCCCCC3)cn2C)cc1	0.0%	13%[46 µM]
CCN(CCCNC(=O)c1ccc(Sc2ccc(F)cc2)c(NC(C)=O)c1)c1ccccc1	1.2%	?
O=C(COc1ccccc1)Nc1ccc2nc(SCC(=O)N3CCCC3)sc2c1	0.8%	?
Cc1ccc2[nH]c3c(=O)n(CC(=O)N(C)Cc4ccccc4)ncc3c2c1	-0.4%	8%[46 µM]
COc1ccc2c(c1)CCc1sc(NC(=O)c3cccc(Br)c3)nc1-2	-1.6%	?
Cc1cc(C)c(NC(=O)C2CCN(c3nc4ccccc4n4cccc34)CC2)c(C)c1	?	?
CCN(CC)S(=O)(=O)c1ccc(NC(=O)c2cc3ccc4cccnc4c3[nH]2)cc1	0.8%	14%[46 µM]
CCC1CN(C(=O)N2CCC(C(=O)NCCc3ccc(C)cc3)CC2)c2ccccc2O1 (stereo not given)	0.8%	13%[46 µM]
COc1ccc(C(=O)Nc2cccc(C(=O)OCc3cc(=O)n4c5c(sc4n3)CCCC5)c2)cc1	3.5%	?
CCOC(=O)c1c(C)oc2nc(C)nc(NCC3CCN(Cc4ccc(Cl)cc4)CC3)c12	1.3%	-13%[46 µM]
O=C(NCc1ccccc1)c1ccc(CSc2nc3cccnc3n2Cc2cccc(F)c2)cc1	-1.2%	?
Cc1ccc(C)c(NC(=O)c2ccc3nc(CCc4ccccc4)oc3c2)c1	0.0%	0%[46 µM]
Cc1ccc(CNC(=O)C(C(C)C)N2Cc3ccccc3C2=O)cc1 (stereo not given)	0.0%	-11%[46 µM]
COc1ccc(CNC(=O)c2cc(C3CC3)nc3c2c(C)nn3-c2cccc(Cl)c2C)cc1	1.1%	0%[46 µM]
Cc1ccc(CN2CCCn3nc(C(=O)NCCN(C)C)cc3C2=O)cc1	-4.0%	3%[46 µM]
CCN(CC)S(=O)(=O)c1ccc2c(c1)N(CC(=O)NCCCN1CCN(c3ccc(OC)cc3)CC1)C(=O)CO2	-1.1%	11%[46 µM]
O=C(Nc1nnc(S(=O)(=O)N2CCCCC2)s1)c1ccc(F)cc1	7.0%	-11%[46 µM]
CC1CCN(S(=O)(=O)c2cccc(C(=O)N(C)C3(C)CCS(=O)(=O)C3)c2)CC1 (stereo not given)	1.4%	2%[46 µM]
Cc1nn(C)c2c1c(C(F)(F)F)cc(=O)n2C(C)C(=O)NCCc1ccc(Cl)cc1 (stereo not given)	0.0%	-15%[46 µM]
CN(C)c1ccc(CNC(=O)C2CCN(c3nc4ccccc4[nH]3)CC2)cc1	-5.2%	-16%[46 µM]
COc1ccccc1CNC(=O)Cn1c(-c2ccc(F)cc2)cc(C(C)=O)c1C	0.0%	16%[46 µM]
COc1ccccc1OCc1ccc(C(=O)Nc2ccc(C)c(C)c2)o1	1.4%	12%[46 µM]
CCOCCCn1c(SCC(=O)Nc2ccc(C(C)C)cc2)nc2c(sc3ccccc32)c1=O	?	?
CCOc1cc(CNC(=O)c2ccc3nc(CCc4ccccc4)oc3c2)ccc1OC	-0.9%	-13%[46 µM]
CCCCNC(=O)CCn1c(=O)c2cccn2c2ccc(F)cc21	1.1%	17%[46 µM]
COc1ccc(CCNC(=O)c2cnn(-c3ccc(F)cc3)c2C2CCN(C(=O)OC(C)(C)C)CC2)c(OC)c1	1.1%	?
CCOc1ccccc1CNC(=O)CC(C)n1ccc(C)n1 (stereo not given)	0.8%	-8%[46 µM]

The last three compounds of the part before lead into the next:
SMILES	Epigenetic reg	LMNA splice mod
CCCCNC(=O)CCn1c(=O)c2cccn2c2ccc(F)cc21	1.1%	17%[46 µM]
COc1ccc(CCNC(=O)c2cnn(-c3ccc(F)cc3)c2C2CCN(C(=O)OC(C)(C)C)CC2)c(OC)c1	1.1%	?
CCOc1ccccc1CNC(=O)CC(C)n1ccc(C)n1 (stereo not given)	0.8%	-8%[46 µM]
CC(C)(C)c1ccc(OCC(=O)NCC2(N3CCOCC3)CCCCC2)cc1	-2.4%	?
CCc1sc(Nc2cccc(C)c2C)nc1-c1cc2cccc(OC)c2oc1=O	-0.5%	16%[46 µM]
CCN(C(=O)Cn1cnc2onc(-c3ccc(F)cc3)c2c1=O)c1ccc(OC)cc1	1.3%	5%[46 µM]
COC(=O)c1ccccc1NC(=O)Nc1cccc(OCc2cc(=O)n3cccc(C)c3n2)c1	5.1%	19%[46 µM]
Cc1ccc(NC(=O)CSc2nc3c([nH]c4ccccc43)c(=O)n2-c2ccccc2)cc1Cl	0.0%	-7%[46 µM]
CCCn1c2ccccc2c2cnn(CC(=O)NC(CCSC)C(=O)OC)c(=O)c21 (stereo not given)	-1.2%	-27%[46 µM]
CCCCN(CCCNC(=O)CN1N=C(c2ccc(C)cc2)CCC1=O)c1ccccc1	0.0%	?
CCOc1ccc(-c2ccc(NS(=O)(=O)c3ccc(C)cc3)cc2)nn1	0.0%	19%[46 µM]
CCc1ccc(NC(=O)CSc2nc3n[nH]c(C)c3c(=N)n2-c2ccccc2C)cc1	0.0%	?
Cc1ccc(CNC(=O)c2cc3ccc4cccnc4c3[nH]2)cc1	-1.3%	17%[46 µM]
CCOc1ccc(-c2nc(CSCC(=O)NCc3ccc(Cl)cc3)c(C)o2)cc1	-1.1%	-5%[46 µM]
CCOc1ccccc1CNCc1cccn1-c1nnc(N2CCN(c3ccccc3)CC2)s1	-0.4%	-16%[46 µM]
COC(=O)c1sccc1S(=O)(=O)N(CC(=O)NCc1ccc(C)cc1)c1ccc(Cl)cc1	1.5%	-18%[46 µM]
COc1ccc(-c2nc(C)c(CCNC(=O)C(=O)Nc3cc(C)cc(C)c3)s2)cc1OC	1.4%	?
Cc1ccc(C(=O)N2CCc3cc(CNC(=O)CSc4ccccc4)ccc32)cc1	-0.5%	?

The last six records of the section before are carried over, then new ones follow.
SMILES	Epigenetic reg	LMNA splice mod
Cc1ccc(CNC(=O)c2cc3ccc4cccnc4c3[nH]2)cc1	-1.3%	17%[46 µM]
CCOc1ccc(-c2nc(CSCC(=O)NCc3ccc(Cl)cc3)c(C)o2)cc1	-1.1%	-5%[46 µM]
CCOc1ccccc1CNCc1cccn1-c1nnc(N2CCN(c3ccccc3)CC2)s1	-0.4%	-16%[46 µM]
COC(=O)c1sccc1S(=O)(=O)N(CC(=O)NCc1ccc(C)cc1)c1ccc(Cl)cc1	1.5%	-18%[46 µM]
COc1ccc(-c2nc(C)c(CCNC(=O)C(=O)Nc3cc(C)cc(C)c3)s2)cc1OC	1.4%	?
Cc1ccc(C(=O)N2CCc3cc(CNC(=O)CSc4ccccc4)ccc32)cc1	-0.5%	?
CCCC(=O)Nc1cccc(OCc2cc(=O)n3cccc(C)c3n2)c1	2.7%	-17%[46 µM]
CCC1CCCCN1C(=O)Cn1c(=O)cc(C(F)(F)F)c2c(C)nn(C)c21 (stereo not given)	0.0%	5%[46 µM]
CCC(=O)C1=C(c2cccc(OC)c2)N(C(=O)CC)n2c(nnc2C2CCCCC2)S1	-0.1%	?
Cc1cccc(CS(=O)(=O)Cc2ccc(C(=O)NCc3ccc(F)cc3)o2)c1	3.5%	-10%[46 µM]
CCC(=O)N1c2ccccc2CC1C(=O)NCc1cccc(OC)c1OC (stereo not given)	-3.5%	13%[46 µM]
COC(=O)c1ccccc1NC(=O)C(Cc1ccccc1)N1Cc2ccccc2C1=O (stereo not given)	1.2%	-6%[46 µM]
Cc1nn(CC(=O)NCc2ccc(OC(C)C)cc2)c(=O)c2c(C)n(-c3ccc(Cl)cc3)nc12	-3.4%	?
CCc1ccc(S(=O)(=O)Nc2ccc3c(c2)n(C)c(=O)c(=O)n3C)cc1	0.0%	-12%[46 µM]
Cc1c(C(=O)Nc2ccc(C(C)C)cc2)sc2nc3n(c(=O)c12)CCC3	7.0%	-13%[46 µM]
Cc1cc(C)c2nc(N(Cc3cccnc3)C(=O)Cc3ccccc3)sc2c1	0.5%	-11%[46 µM]
CCc1ccccc1NC(=O)c1cnc2sc(N3CCCC3)nn2c1=O	4.4%	3%[46 µM]
COc1cccc(N2CCN(C(=O)c3cccc(NC(=O)c4nsc5ccccc45)c3)CC2)c1	-3.4%	-6%[46 µM]
COc1ccc(N2C(=O)CSC23C(=O)N(CC(=O)NCc2ccccc2)c2ccccc23)cc1 (stereo not given)	-0.4%	-4%[46 µM]
CCC(=O)N1CCc2cc(Br)cc(S(=O)(=O)CCC(=O)NCCc3ccc(C)cc3)c21	-1.1%	-16%[46 µM]
O=C(Cn1cnc2onc(-c3ccc(Cl)cc3)c2c1=O)Nc1ccc(F)cc1	-1.1%	-10%[46 µM]
COc1ccc(-c2cccc(NS(=O)(=O)c3cc(C)c(OC)c(C)c3C)c2)nn1	1.7%	0%[46 µM]
COC(=O)c1ccc(Cn2cnc3nc4c(cc3c2=O)CCCC4)cc1	5.1%	?
COC(=O)c1ccc(NC(=O)CCc2c(C)nn(-c3ccc(N4CCOCC4)nn3)c2C)cc1	1.1%	14%[46 µM]
CCC(=O)Nc1ccc2nc(SCCOc3cccc(C)c3)sc2c1	-3.2%	7%[46 µM]
Cc1cc(C)c(S(=O)(=O)Nc2ccc(-c3ccc(N4CCCCCC4)nn3)cc2)c(C)c1	-1.7%	?
COc1ccc(CN2CCCN(CC(=O)Nc3cc(C)ccc3C)S2(=O)=O)cc1	0.0%	-3%[46 µM]
CCC1CN(C(=O)N2CCC(C(=O)Nc3ccccc3F)CC2)c2ccccc2O1 (stereo not given)	4.2%	?
CC(=O)c1ccc(N2C(=O)N(Cc3cccc(C(F)(F)F)c3)c3ccccc3S2(=O)=O)cc1	-1.3%	-19%[46 µM]
CN(C)c1ccc(NC(=O)Cn2cc(S(=O)(=O)Cc3cccc(Cl)c3)c3ccccc32)cc1	0.8%	14%[46 µM]
CCOC(=O)Cc1ccc(NC(=O)N(Cc2ccc(OC)cc2)C2CCN(C(C)=O)CC2)cc1	-0.4%	?
Cc1cccc(N2CCN(C(=O)c3nn(C)c4c3CS(=O)(=O)c3ccccc3-4)CC2)c1C	0.8%	-12%[46 µM]
CC(C)C(=O)Nc1ccc2nc(SCCOc3ccccc3)sc2c1	0.0%	17%[46 µM]
COc1ccc(NC(=O)c2csnn2)cc1	-1.6%	?
O=C(Cc1ccccc1)Nc1c(C(=O)N2CCN(c3ccc(F)cc3)CC2)oc2ccccc12	-1.3%	-11%[46 µM]
CCOc1ccc(NC(=O)c2cnc(N3CCCCC3)c3ccccc23)cc1	2.2%	-5%[46 µM]

Copied from the listing, 2 compounds:
SMILES	Epigenetic reg	LMNA splice mod
COc1ccc(-c2cccc(NS(=O)(=O)c3cc(C)c(OC)c(C)c3C)c2)nn1	1.7%	0%[46 µM]
COC(=O)c1ccc(Cn2cnc3nc4c(cc3c2=O)CCCC4)cc1	5.1%	?

Further records follow.
SMILES	Epigenetic reg	LMNA splice mod
COc1ccc(CCNc2ncnc3c2c(-c2ccccc2)cn3-c2cccc(Cl)c2)cc1OC	1.6%	?
CCOc1ccc(N(C)S(=O)(=O)c2ccc3[nH]cc(C(=O)NCc4ccccc4)c(=O)c3c2)cc1	-1.1%	0%[46 µM]
CC1=C(C(=O)Nc2ccccc2)C(c2ccccc2C)n2nc(SCC(=O)c3ccc(C)cc3)nc2N1 (stereo not given)	0.0%	12%[46 µM]
Cc1ccc(-n2ncc3c(N4CCN(C)CC4)ncnc32)cc1Cl	-0.7%	?
Cc1ccc(Cl)cc1-n1ncc2c(Nc3cccc(C)c3C)ncnc21	7.2%	?
CC(C)C(=O)Nc1ccccc1OCc1cc(=O)n2ccccc2n1	-0.5%	-10%[46 µM]
COc1ccc(Cl)cc1NC(=O)Cn1cnc2c1c(=O)n(C)c(=O)n2C	1.3%	-3%[46 µM]
Cc1cccc(Cn2c(SCc3ccc(C(=O)NC4CCCCC4)cc3)nc3cccnc32)c1	-0.4%	-9%[46 µM]
COc1ccc(N(C(=O)/C=C\C(=O)Nc2ccc(C)cc2)C(C(=O)NCc2ccco2)c2ccc(C)cc2)cc1 (stereo not given)	5.3%	-18%[46 µM]
Cc1ccc(NC(=O)Nc2ccc3nc(N4CCN(C)CC4)cc(C)c3c2)cc1C	2.5%	?
CCN(c1cccc(C)c1)S(=O)(=O)c1nnc(NC(=O)c2ccccc2Cl)s1	1.4%	-5%[46 µM]
CCOC(=O)c1ccc(NS(=O)(=O)c2cc3c(cc2C)n(C)c(=O)c(=O)n3C)cc1	1.2%	6%[46 µM]
COc1cc(-c2cc(OC)c3c(C)oc(C)c3c(=O)c2)ccc1OC(=O)c1cccc(C)c1	-3.2%	1%[46 µM]
CCS(=O)(=O)c1ncc(N(Cc2ccc(F)cc2)Cc2ccco2)c(C(=O)Nc2cc(C)ccc2C)n1	-2.4%	10%[46 µM]
CCC(C)NC(=O)Cn1c(-c2cccs2)cc2cc(Cl)ccc21 (stereo not given)	-1.2%	-2%[46 µM]
Oc1c(C(c2ccc(Cl)cc2Cl)N2CCOCC2)sc2nc(-c3ccco3)nn12 (stereo not given)	-0.4%	-1%[46 µM]
O=C(NC1CCCCC1)c1ccc(Cn2c(SCc3cccc(F)c3)nc3cccnc32)cc1	-1.2%	-26%[46 µM]

Some of the compounds tested; rates above refer to the full screens.
